Autophagy mod: autophagy modulation, high-content screen; hit rate 0.98% among 190,000; calls only at 10 µM (by protocol); MEF GFP-LC3 puncta imaging; test concentration mostly 10 µM;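 active = percentage of spot-positive cells more than 3 SD above its plate mean, without a fluorescence outlier flag or 80% toxicity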;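 note: spot-positive cell cutoff set from DMSO-treated cells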
P. falciparum M1AAP: malaria alanyl aminopeptidase activity blockers – biochemical, fluorogenic H-Leu-NHMec substrate, 1536-well (AID 1445); recombinant M1AAP, H-Leu-NHMec fluorogenic kinetic assay; higher % means a stronger effect; hit rate 0.42% among 220,000; inhibition, % at 30 µM; hits with a dose series show IC50 in µM;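 active = primary inhibition above the hit cutoff, then over 50% inhibition at one or more dose response concentrations, cut at about 23% in these data, passing the limit was not always enough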;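 note: plate controls were DMSO full reaction for no effect and no enzyme background for full effect; strong numbers were not always called active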
P. falciparum M17LAP: P. falciparum M17LAP inhibitors, primary screen, biochemical, fluorogenic H-Leu-NHMec substrate, 1536-well (AID 1619). recombinant M17LAP, H-Leu-NHMec fluorogenic kinetic assay; higher % means a stronger effect. inhibition, % at 30 µM, or IC50 in µM where a hit was titrated. hit rate 0.38% among 220,000;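 active = compound inhibiting the enzyme by more than half at any dose during confirmatory dose-response retesting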;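 note: plate controls were full reaction with DMSO carrier for no effect and no enzyme background for full effect; strong numbers were not always called active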
Dynein transport: dynein cargo transport inhibition | 3617.4 mouse cells, GR-EGFP nuclear translocation imaging; test concentration mostly 20 µM; stimulated with dexamethasone, 1 µM; stronger effect = lower value | z-score, hits read low | hit rate 0.47% among 220,000;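 active = plate z-score of nuclear minus cytoplasmic receptor signal below a set negative limit, without overly bright fluorescence or cell loss, cut at about -3.5 in these data, passing the limit was not always enough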;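 note: z-score of nuclear minus cytoplasmic ring GR-EGFP intensity difference per well; some compounds called inactive have numbers as strong as hits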
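Also added – dexamethasone, 1.0 µM final · Buffer or medium – tet-free, stripped-serum medium · Schedule – induction 48 h, compound 1 h, agonist 30 min · Detection – formaldehyde fixation, Hoechst nuclear stain, 10x automated fluorescence imaging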
MT stabilize HCS: microtubule stabilizers in HeLa cells | HeLa tubulin immunostaining HCS, 24 h; share of cells brighter than vehicle mean+2SD | % tubulin-high responders, % at 10 µM | hit rate 0.83% among 200,000 | AID 2205;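 active = plate Z-score above 3 for both tubulin-high and condensed-nucleus cell shares, with cell loss under 80%, at 10 µM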;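 note: anti alpha tubulin signal scored within the nucleus-defined area of each cell; some results filed as inactive read as strong as hits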
WT yeast gro inh: growth inhibition of WT yeast, mitochondrial fusion screen; AID 1362; hit rate 2.1% among 190,000; mitochondrial fusion phenotypic screen, WT strain; inhibition, % at 10 µM; in the data active = inhibition above about 58%; tested in S. cerevisiae
T cell HTS: T cell immune modulators affecting CD8 T cell-vesicle binding; 2C CD8+ T cell-vesicle binding, flow cytometry; stronger effect = lower value; AID 2052; calls only at 7 µM; hit rate 0.068% among 330,000;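 active = response, share of CD8 T cells binding vesicles, and their 90th percentile fluorescence all below set limits, cut at about 80% in these data, passing the limit was not always enough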
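Assay system – 2C mouse CD8+ T cells · Also added – QL9-loaded Drosophila micro-vesicles · Timing – Cell–vesicle co-incubation 1.5 h at 37 °C, staining 20 min on ice · Signal – flow cytometry of vesicle-bound cells · Measure – percent CD8+ FL2 mean versus row control · Controls – Peptide-free naked vesicles (low) and QL9 vesicles with 0.7% DMSO vehicle (high)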
Yfh1-off respiration: mitochondrial function rescue without frataxin homolog – Friedreich's ataxia, plus single-dose screen, dose response (AID 1465); S. cerevisiae Yfh1-off respiration, WST-1 reduction, 72 h; higher fold induction means a stronger effect; fold induction at 50 µM, or EC50 in µM where a hit was titrated; hit rate 0.074% among 220,000;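 active = fold induction of absorbance versus untreated yeast above a set limit, then at least 30% activation at any dose in follow-up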;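 note: activators that raise dye reduction in frataxin-depleted yeast; strong numbers were not always called active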
bCat nuc transl: alters nuclear translocation of beta-catenin in HeLa cells. immunofluorescence imaging. hit rate 0.3% among 190,000. nuclear translocation activity, % at 5 µM;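 active = nuclear translocation activity above 50% at 5 µM, with a well cell count of 50 or more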;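 note: per-cell ratio of nuclear to cytoplasmic median beta-catenin stain intensity; plate controls were DMSO negative control for no effect and GSK-3 inhibitor IX positive control for full effect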
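Read-out: Nuclear/cytoplasmic beta-catenin signal ratio, % activation | Assay system: Human HeLa cell line | Times: 24 h compound exposure at 37°C, 5% CO2 | Signal: Fluorescence imaging of beta-catenin antibody stain plus DAPI | Dosing: 5 µM primary, 0.02–20 µM confirmation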
WT yeast gro inh mutant strain: also measured in WT yeast gro inh; calls as there; inhibition, %; mitochondrial fusion phenotypic screen, mutant strain inhibition
Dynein transport cytoplasmic EGFP: also measured in Dynein transport; calls as there; z-score; measured here: cytoplasmic GR-EGFP intensity; stronger effect = higher value
Dynein transport nuclear GR-EGFP: recorded beside Dynein transport, whose call it bears; z-score; measured here: nuclear GR-EGFP intensity;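 lower value marks the stronger effect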
Dynein transport cell count: further read-out of Dynein transport, marked with its call; z-score; measured here: cell count per field
bCat nuc transl cell count 5 µM: also measured in bCat nuc transl; calls as there; cell count; measured here: cell count, cytotoxicity flag
T cell HTS vesicle-bound %: also measured in T cell HTS; calls as there; double positive events, %; measured here: CD8+ vesicle-bound cell fraction;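 binding gate set so that unloaded-vesicle control wells show 10% double positive cells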
MT stabilize HCS Hoechst-high %: recorded beside MT stabilize HCS, whose call it bears; % Hoechst-high responders; measured here: nuclear condensation Hoechst responders;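 share of cells brighter than vehicle mean plus two SD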
MT stabilize HCS cytotoxicity %: also measured in MT stabilize HCS; calls as there; toxicity, %; measured here: cytotoxicity by cell density;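 0% = mean cell density of plate MIN control wells and 100% = no cells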
Autophagy mod cell loss 18 h: second read-out of Autophagy mod, no call of its own (marks repeat the call); toxicity, %; measured here: cell loss, nuclei count;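 cell loss after 18 h compound exposure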
The depositor's hits bear a star; i = inactive; / = no result given; + = active, no number.

SMILES	Autophagy mod	Autophagy mod cell loss 18 h	P. falciparum M1AAP	P. falciparum M17LAP	Dynein transport	Dynein transport cytoplasmic EGFP	Dynein transport nuclear GR-EGFP	Dynein transport cell count	MT stabilize HCS	MT stabilize HCS Hoechst-high %	MT stabilize HCS cytotoxicity %	WT yeast gro inh	WT yeast gro inh mutant strain	T cell HTS	T cell HTS vesicle-bound %	Yfh1-off respiration	bCat nuc transl	bCat nuc transl cell count 5 µM
C/C(=N\Nc1nc(C(=O)O)cs1)c1ccccc1	i	-9	34µM*	4%	0.0005	-0.077	0.57	0.26	3.1	2.6	7.7	15	15	i	46	i	-3.3	1116
C/C(CC(=O)Nc1cccc(Cl)c1Cl)=N\NC(=O)c1ccccc1Br	i	18	-1%	22%	2.4	-0.099	2.2	-1.8	1.3	1.4	14	12	11	i	25	i	1.9	946
CC1(C)Cc2cccc(C(=O)Nc3ccc(Cl)cc3)c2O1	/	/	1%	4%	1.8	-0.27	0.84	-0.77	/	/	/	/	/	i	23	i	0.7	1128
O=C(NCCCN1CCCC1)c1cc(Sc2ccc(F)cc2)nc2ccccc12	i	-9	12%	9%	0.7	-0.17	0.1	-0.54	1.6	1.3	5.0	0	-15	i	10	i	-0.5	1004
CC(=O)Nc1ccc(NC(=O)C/C(C)=N/NC(=O)C(=O)N2CCCC2)cc1	i	-14	18%	19%	-0.46	-0.1	0.052	1.8	2.6	1.7	4.6	0	-3	i	25	i	-0.5	1384
CN(C)/C=C/C(=O)c1ccc(Cl)s1	i	-8	9%	27%	-0.39	-0.087	0.12	-0.28	3.7	2.7	5.1	-6	0	i	45	i	0.7	1486
COC(=O)[C@@H]1C[C@@]2(O)[C@H](O)[C@H](O)[C@H](O)C[C@H]2N1Cc1ccccc1OS(=O)(=O)c1ccc(C)cc1	/	/	-1%	-7%	0.16	0.21	0.12	-0.36	/	/	/	/	/	i	9	i	-1.3	1407
O=C(C1CCCN(S(=O)(=O)c2cccc3nsnc23)C1)N1CCc2ccccc2C1 (stereo unspecified)	i	-9	-3%	4%	-0.52	-0.19	-0.0093	-0.18	5.4	3.5	9.7	5	8	i	36	/	-1.9	864
OC1(c2cccc(C(F)(F)F)c2)CCN(c2ncnc3c2[nH]c2ccccc23)CC1	+	22*	8%	-14%	-0.45	-0.44	-0.2	0.27	6.0	5.5	4.8	85*	21*	i	53	/	/	/
CCOC(=O)C1CCN(C(=O)CSc2ccccc2)CC1	i	1	0%	12%	-0.57	-0.18	0.0004	-0.25	1.8	2.3	35	2	1	i	46	i	0.2	1029
CC(C)(C)c1cc(NC(=O)COc2ccc(Br)cc2)n(-c2ccccc2)n1	i	-1	2%	7%	0.95	-0.15	1.2	-1.2	1.9	1.6	4.3	21	4	i	45	i	/	/
COc1ccc(CN(C(=O)CNC(=O)c2ccco2)C(C(=O)NC2CCCC2)c2ccco2)cc1 (stereo unspecified)	i	-13	10%	4%	-0.41	-0.025	0.096	-0.89	2.9	1.7	4.7	6	9	i	41	i	/	/
O=C(O)COc1ccccc1/C=C1\SC(=S)N(/N=C/c2ccccc2O)C1=O	i	-7	17%	21µM*	-0.41	-0.33	-0.54	0.64	5.2	1.3	4.0	-8	-3	i	54	i	-2.7	954
CCOC(=O)Cn1cncc1-c1ccc([N+](=O)[O-])cc1	i	-3	12%	43%	-0.83	1.2	-0.57	-0.062	2.7	2.3	5.7	-6	-14	i	29	i	-0.8	883
Cc1ccc(Cn2ccc(NC(=O)c3cc(CC(C)C)on3)n2)cc1	i	-3	0%	-6%	1.2	-0.17	0.77	0.069	3.2	2.9	6.8	19	5	i	21	i	-1.5	1250
Cc1ccccc1NC(=O)CC1c2ccccc2CC(C)(C)N1C (stereo unspecified)	i	-19	6%	9%	-0.14	-0.25	-0.0055	0.58	4.0	1.9	13	-12	1	i	25	i	-2.9	1075
NC1=NN=C(N2N=C(c3ccc(Br)cc3)CC2(O)C(F)(F)F)n2ncnc2C1 (stereo unspecified)	i	1	-14%	-53%	-0.51	-0.23	-0.22	0.35	1.8	1.6	2.0	3	-8	i	49	i	/	/
CCOC(=O)c1oc2ccccc2c1NC(=O)COc1cccc(OC)c1	i	-11	8%	5%	-0.37	-0.2	-0.25	0.27	1.0	1.1	6.5	3	-8	i	14	i	/	/
O=C(Cn1cc(C(=O)C2CC2)c2ccccc21)NCc1ccc2c(c1)OCO2	i	5	-3%	7%	-0.67	-0.15	-1	-0.58	3.9	1.7	8.2	16	4	i	42	i	-0.7	1260
CCC(NC(=O)CCCc1ccccc1)c1ccccc1 (stereo unspecified)	i	-49	-2%	1%	0.26	-0.25	0.88	0.051	2.5	2.9	5.4	11	-2	i	44	i	-2.0	550
CC1CCCCC1NC(=O)CCCc1nc2ccccc2c(=O)[nH]1 (stereo unspecified)	i	16	1%	-10%	-0.26	-0.079	-0.82	0.9	2.9	2.4	10	0	19	/	/	i	1.9	975
CCOc1ccc(CC(=O)Nc2ccc(S(=O)(=O)Nc3cc(C)on3)cc2)cc1OCC	i	7	3%	4%	0.12	0.036	0.4	0.017	8.2	2.4	6.3	-19	-11	i	26	/	-0.7	1530
O=C(/C=C/c1cccc([N+](=O)[O-])c1)N1CCN(c2ccccc2F)CC1	i	8	2%	1%	0.27	-0.27	-0.24	-0.062	5.4	3.0	9.4	-1	-18	i	32	i	-0.9	930
CCCCC1=CC2=C(c3ccco3)C(=O)C(C)(OC(=O)c3ccc(OC)cc3)C(=O)C2=CN1CCCOC(C)C (stereo unspecified)	/	/	8%	0%	1.8	-0.28	1.5	-1.8	/	/	/	/	/	i	61	i	0.6	1172
COc1cc(CCCN2C(=O)C(=O)NC[C@@H]2Cc2ccc(O)cc2)cc(OC)c1OC	/	/	-2%	4%	0.91	-0.79	0.43	-0.44	/	/	/	/	/	i	48	i	0.0	1347
CN(C)c1ccc(/C=N/N2CCN(c3ccccn3)CC2)cc1	/	/	9%	1%	-0.74	-0.3	-0.45	1.2	/	/	/	/	/	i	35	i	-0.1	1265
Cc1nccc2oc(=O)c(NC(=O)c3ccc(Cl)cc3)cc12	i	-10	7%	3%	1.2	0.003	1.1	-1	4.0	2.0	10	-7	-21	i	63	i	-1.3	1069
O=C(N/N=C\c1ccc2c(c1)OCO2)c1ccco1	i	-8	8%	26%	0.039	-0.23	-0.18	0.61	2.8	3.4	5.9	19	23	i	44	i	-1.2	1086
O=C(c1ccccc1)N1CCN(c2ccc(NCc3ccc4c(c3)OCO4)cc2)CC1	/	/	10%	-15%	1.2	-0.081	1.1	-1	3.5	1.5	3.7	22	9	i	27	i	2.2	1037
CN1C(=O)/C(=C/c2ccccc2OCc2cccc(F)c2)N(C)C1=S	i	3	3%	-11%	-1.2	-0.21	-0.66	0.56	1.4	0.8	16	15	21	i	14	i	/	/
COc1cccc(NC(=O)COC(=O)CC(NC(N)=O)c2ccc(Cl)cc2)c1 (stereo unspecified)	/	/	-4%	-10%	-0.073	-0.81	-0.36	0.53	/	/	/	/	/	i	61	i	0.7	1325
COc1ccc(Cl)cc1NC(=O)CN1C(=O)CSC1=O	i	16	2%	4%	-0.85	-0.22	-0.45	2.3	4.1	1.7	6.5	-19	15	i	32	i	1.1	1383
Cc1cc2occ(CC(=O)Nc3nnc(C4CC4)s3)c2cc1C	i	-16	2%	4%	0.61	-0.13	1.2	-0.17	3.1	1.6	3.1	1	-12	i	57	i	1.9	993
Cc1ccc(C(=O)c2c(NC(=O)c3cccnc3)sc3c2CCCC3)cc1	i	20	4%	-7%	-0.093	-0.21	0.48	-0.31	2.5	2.0	6.1	61*	30*	i	46	i	4.5	1301
N/C(=N\OC(=O)c1ccccc1)c1cccnc1	i	-4	-4%	0%	0.41	-0.29	0.46	0.29	2.6	2.1	2.0	-1	2	i	58	i	1.6	960
COc1ccc(-c2ccc(C#N)c(SCC(=O)OCc3ccccc3)n2)cc1OC	i	6	12%	0%	0.55	-0.26	0.41	-0.041	2.2	2.1	6.2	-14	-16	i	14	i	-0.6	1448
Cc1cc(C)n2nc(SCC(=O)N(CC(C)C)c3c(N)n(CC(C)C)c(=O)[nH]c3=O)nc2n1	i	-4	1%	-5%	0.079	-0.33	-0.12	0.33	6.9	1.8	7.1	14	11	i	43	i	-1.1	1136
COc1ccc(NC(=S)NC(=O)/C=C/c2ccco2)cc1	i	33	14%	7%	-0.045	-0.22	0.13	-0.26	2.7	1.0	2.2	10	16	i	7	i	0.0	1149

Outcome played no part in choosing rows; any-hit rate near 4.4%.
